PKA-R1A activ: PKA-R1A complex activation; PKA-R1A dissociation, Cy5-IP20 fluorescence polarization; scaled: DMSO 0%, 113 µM cGMP 100%; activation, % at 11.4 µM; 340,000 compounds, 0.083% hits;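 active = percent activation above the mean of all tested compounds plus 3 SD, cut at about 19% in these data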;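 also: higher means more PKAc released from R1A so a rise in polarization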
Tat export inh: blocks Tat-dependent protein export in E. coli; E. coli MC4100 TorA-mCherry Tat export, fluorescence; inhibition, % at 10 µM; 340,000 compounds, 0.036% hits; AID 488895;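 active = mean replicate inhibition at least 50% and at least half of replicates individually reaching 50%; inconclusive = only one of the two criteria met; inactive = neither criterion met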;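 also: exported cargo escapes ClpAP degradation while cytoplasmic cargo is degraded and loses fluorescence; 0% = median of neutral control wells and 100% = median of NaSCN control wells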
HTR5A inv ag: inverse agonist of human HTR5A in OPRM1-OPRD1 counter-screen; inhibition, % at 9.3 µM; P47898; 340,000 compounds, 0.083% hits; HTR5A cell line, luminescence, inverse agonism; in the data active = inhibition mostly above about 23%, no sharp cut-off; inactive = mostly below about 18%;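 also: 0% = cells with DMSO and 100% = no-cell wells with DMSO; some compounds called inactive have numbers as strong as hits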
Target sequence (P47898 whole entry, looked up): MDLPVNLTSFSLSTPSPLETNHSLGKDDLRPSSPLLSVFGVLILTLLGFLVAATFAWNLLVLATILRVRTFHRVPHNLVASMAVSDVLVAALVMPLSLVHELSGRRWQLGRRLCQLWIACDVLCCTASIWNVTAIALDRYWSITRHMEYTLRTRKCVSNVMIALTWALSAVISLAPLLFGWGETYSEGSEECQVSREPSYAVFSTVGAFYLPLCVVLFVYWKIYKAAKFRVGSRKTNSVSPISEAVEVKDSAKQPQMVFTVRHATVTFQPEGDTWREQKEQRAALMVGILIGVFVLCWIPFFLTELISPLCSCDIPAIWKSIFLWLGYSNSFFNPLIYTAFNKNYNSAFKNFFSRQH
E coli growth: bacterial growth inhibition, counter-screen for AddAB inhibitors; E. coli V3065 growth, OD600 absorbance, 18 h; AID 449728; 330,000 compounds, 0.27% hits; inhibition, % at 11.9 µM;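 active = inhibition above the campaign's mean inhibition across all tested compounds plus 3 SD, cut at about 9.9% in these data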;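 also: uninfected addAB+ strain grown without phage in ampicillin broth; 0% = DMSO wells and 100% = ciprofloxacin 0.95 µg/ml wells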
DAGLB inh: diacylglycerol lipase beta (human) inhibition; HEK293T DAGLB membrane lysate, EnzChek fluorogenic substrate; inhibition, % at 5.17 µM; 340,000 compounds, 0.059% hits; AID 504411; in the data active = inhibition above about 34%;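 also: 0% = enzyme with vehicle and 100% = wells lacking enzyme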
Mot1-301 SUMO: blocks SUMOylation pathway, rescuing yeast Mot1-301 growth; S. cerevisiae Mot1-301 growth rescue, ATP luminescence, 38.5C; percent above DMSO median, 100 means doubled; growth rescue, % at 18.8 µM; 320,000 compounds, 1% hits;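 active = every valid replicate shows activation above 250% relative to neutral control wells; inactive = the rest, any valid replicate at or below 250%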;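 also: OY570 slx delta 5 strain wells were the positive control but not used for scaling; some compounds called inactive have numbers as strong as hits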
HTR5A ag ctr: counter-screen for OPRM1-OPRD1 agonists: human HTR5A agonism | P47898 | HTR5A agonist assay, luminescence, cell-based | activation, % at 9.3 µM | 340,000 compounds, 0.61% hits | AID 504692; in the data active = activation mostly above about 9.5%, no sharp cut-off; inactive = mostly below about 7.6%;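 also: 0% = cells with vehicle only and 100% = reference agonist; strong numbers were not always called active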
CDK5 p35 inh: CDK5/p35 (human) kinase inhibition; Recombinant CDK5/p35, ADP-Glo luminescence, 60 min; inhibition, % at 10 µM; 330,000 compounds, 0.01% hits; Q00535+Q15078;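 active = highest replicate inhibition of at least 50% and at least 75% of replicates reaching 50%; inconclusive = only one of the two criteria met; inactive = both criteria failed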;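 also: plate controls were DMSO neutral control for no effect and GW8510 at 10 µM for full effect; many of its hits are not listed in these tables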
PKA-R2B act: activators of human PKA-R2B complex. 340,000 compounds, 0.079% hits. P22694+P31323. activation, % at 11.4 µM. PKA-R2B holoenzyme dissociation, Cy5-IP20 fluorescence polarization; R2B truncated from residue 108, S112A mutant; 0% DMSO only, 100% 113 µM cGMP;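 active = activation above a cutoff set at the mean over all compounds plus 3 SD, cut at about 18% in these data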;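 also: higher means more holoenzyme dissociation and a rise in polarization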
Target sequence (P31323 whole entry, looked up, other chains not shown, the tested form may be a part): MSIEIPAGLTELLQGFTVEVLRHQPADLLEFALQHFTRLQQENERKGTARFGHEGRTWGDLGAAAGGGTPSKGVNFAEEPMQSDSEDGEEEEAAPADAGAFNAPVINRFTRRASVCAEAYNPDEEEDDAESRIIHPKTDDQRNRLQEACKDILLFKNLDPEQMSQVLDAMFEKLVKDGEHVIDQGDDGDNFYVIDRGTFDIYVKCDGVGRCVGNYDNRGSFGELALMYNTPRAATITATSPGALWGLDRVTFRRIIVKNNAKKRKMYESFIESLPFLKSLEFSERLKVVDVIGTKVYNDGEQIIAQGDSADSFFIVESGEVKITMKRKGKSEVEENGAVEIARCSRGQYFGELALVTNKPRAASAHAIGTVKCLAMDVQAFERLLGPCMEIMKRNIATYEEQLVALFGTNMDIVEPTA
AddAB inh: less growth of phage-infected E. coli with AddAB. E. coli expressing H. pylori AddAB, absorbance growth. inhibition, % at 11.9 µM. 330,000 compounds, 0.29% hits. AID 435030; in the data active = inhibition above about 12%;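 also: 0% = vehicle wells of infected cells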
phage Ecoli inh: E. coli growth loss with phage present; growth absorbance; 360,000 compounds, 0.26% hits; inhibition, % at 11.9 µM; in the data active = inhibition above about 11%
Numbers without * were called inactive; ? = inconclusive; nt = not tested or not shown.

Below each compound – PKA-R1A activ | Tat export inh | HTR5A inv ag | E coli growth | DAGLB inh | Mot1-301 SUMO | HTR5A ag ctr | CDK5 p35 inh | PKA-R2B act | AddAB inh | phage Ecoli inh
- Cc1ccc(C2=NS(=O)(=O)N(C)C(C(=O)Nc3ccc(F)cc3F)=C2)cc1
  -1.7 | 7.7 | 1.2 | -3.2 | -4.6 | 1.3 | -0.4 | -1.1 | 6.2 | -2.7 | -0.8
- O=C(NCc1ccncc1)C(F)(F)C(F)(F)C(=O)NCc1ccncc1
  2.4 | 1.3 | 2.4 | 2.9 | 0.9 | -14.5 | -1.5 | 2.1 | -1.1 | 1.0 | 2.0
- CC(=O)Nc1ccc(NC(=O)CCN2C(=O)C3CC=CCC3C2=O)cc1 (stereo unspecified)
  -15.1 | -8.7 | 11.6 | -1.1 | 0.1 | -2.4 | -4.8 | -1.3 | -2.6 | 2.1 | 1.1
- COc1ccc(-n2c(O)c(/C=N/NS(=O)(=O)c3ccc(C)cc3)c3ccccc3c2=O)cc1OC
  -6.4 | 2.9 | -23.1 | 0.0 | -22.2 | nt | 1.4 | 3.8 | 11.9 | 2.0 | 4.3
- COc1ccccc1N1CCN(CCCNC(=O)Nc2ccccc2C)CC1
  -6.9 | 1.3 | -7.9 | 1.1 | -0.2 | 16.4 | 0.5 | -4.2 | -15.0 | 3.7 | -0.2
- COCCSc1ccccc1C(=O)Nc1cccnc1
  10.0 | 13.3 | -7.8 | -1.5 | -4.4 | -2.0 | -0.7 | -2.2 | -3.6 | 0.5 | 1.3
- O=C(Nc1ccc(Cl)cc1)c1ccc2snnc2c1
  4.1 | -8.8 | -31.9 | 0.1 | -8.3 | 295.6 | -0.1 | -0.3 | -4.4 | 5.5 | 5.5
- COc1cc(/C=N/NC(=O)c2c(-c3c(Cl)cccc3Cl)noc2C)ccc1OCC(N)=O
  -2.6 | 6.0 | -1.2 | nt | 1.1 | nt | 0.5 | -0.9 | 0.3 | nt | 2.1
- CCC(=O)Nc1cccc(NC(=O)c2ccccc2Br)c1
  11.8 | -10.8 | 7.9 | 3.2 | 0.5 | 0.9 | 1.8 | 0.4 | -2.1 | 3.6 | 5.8
- CCc1nnc(NC(=O)C2CCCN(c3nc4ccccc4s3)C2)s1 (stereo unspecified)
  7.1 | -0.4 | -10.4 | -1.7 | 2.9 | -0.7 | -0.3 | 1.7 | -6.5 | -0.4 | -0.4
- CC(C)c1ccc(OCC(O)CN2CCCC2)cc1 (stereo unspecified)
  -8.0 | 5.7 | 0.5 | nt | -2.3 | -13.0 | 0.9 | 0.8 | -6.2 | nt | 0.7
- Cc1ccn2c(C(=O)CSc3ccccc3)c(C)nc2c1
  9.3 | -5.6 | 3.2 | 3.3 | -3.3 | nt | -4.6 | -0.7 | 1.0 | 4.4 | 3.8
- C=CCNc1nc2ccccc2nc1NS(=O)(=O)c1ccc(F)cc1
  -0.9 | 5.9 | -6.0 | -0.5 | 4.1 | 6.5 | 1.6 | 0.4 | -6.7 | -0.2 | 1.6
- NC(=O)c1cc(S(=O)(=O)N2CCCC2)ccc1OCc1ccc(F)cc1
  -9.8 | -6.3 | 0.1 | -0.8 | 1.6 | 359.1* | -0.1 | -1.0 | 5.8 | 1.7 | -3.1
- COc1cc(/C=N/n2c(=S)[nH]nc(C)c2=O)cc([N+](=O)[O-])c1O
  nt | 3.8 | nt | 2.3 | nt | 16.5 | nt | 0.2 | nt | 4.3 | 7.5
- CCN(Cc1cc2cc(OC)ccc2[nH]c1=O)C(=O)c1ccncc1
  1.7 | -15.9 | -2.6 | -2.0 | -1.2 | 8.7 | 2.6 | -3.5 | -7.9 | -0.6 | 2.1
- Cc1noc(C)c1C(=O)NCCCN1CCCC1=O
  -7.6 | 17.5 | 8.0 | 0.2 | 2.1 | 7.6 | -2.5 | -0.3 | 1.9 | 0.3 | 1.6
- CCc1ccc(N=C2N=C(N)c3ccccc32)cc1
  -4.3 | 5.1 | -20.8 | 0.0 | -1.6 | 2.1 | 9.4 | 0.7 | -2.5 | 3.6 | 0.4
- O=C(c1ccccc1F)N1C(=O)c2cccc3cccc1c23
  -3.0 | ? | -38.4 | 0.9 | -4.1 | -14.8 | 12.2* | 0.5 | -6.4 | 0.2 | -1.1
- Cc1cc(NC(=O)CSc2ncn[nH]2)no1
  8.7 | -1.7 | 5.3 | 0.9 | -2.9 | 338.5 | -2.2 | -0.4 | 4.5 | 1.2 | 4.6
- N#Cc1c(Cl)nc2c(c1C#N)CCCC2
  -6.1 | -1.2 | -9.0 | -2.9 | -2.4 | 4.8 | -0.9 | 10.9 | -9.5 | -0.3 | 0.5
- CC(C)(C)OC(=O)[C@H](Cc1ccccc1)NC(=O)c1nc[nH]c1C(=O)NCC(=O)OCc1ccccc1
  -1.2 | 16.3 | 6.2 | -2.5 | 1.6 | 3.9 | 10.0 | -0.8 | 0.2 | 1.2 | 0.3
- CC(C)CN(C(=O)c1ccc(Br)o1)C1CCS(=O)(=O)C1 (stereo unspecified)
  -2.6 | -2.3 | -0.6 | 0.8 | 1.6 | -7.0 | 0.5 | 0.9 | -0.5 | -1.6 | 2.5
- CC(=O)N1CCC(N(CCN2CCOCC2)C(=S)Nc2ccccc2C)CC1
  -14.6 | -1.8 | 25.1 | -0.5 | -2.7 | 33.9 | -4.7 | 1.3 | -10.9 | 4.0 | 1.1
- COc1ccc(OC)c2sc(N3CCN(C(=O)c4ccc5ncsc5c4)CC3)nc12
  6.2 | -0.7 | -0.3 | -1.6 | 2.9 | 0.6 | 0.1 | 0.7 | 4.2 | 2.4 | 3.0
- O=S(=O)(NCCCCNS(=O)(=O)c1c(F)cccc1F)c1ccc2c(c1)OCCO2
  3.5 | 5.8 | -14.3 | 2.1 | 0.9 | 38.5 | 5.3 | 1.2 | -8.8 | 2.1 | 1.9
- COc1ccc(OC)c2c(N3CCN(C)CC3)cc(C(F)(F)F)nc12
  -6.1 | -5.2 | -22.7 | -0.3 | 0.1 | nt | 6.4 | -1.7 | -10.2 | 2.2 | 1.4
- Cc1ccc(N2C(=O)N(CC(=O)Nc3ccccc3C)C(=O)C2C)cc1 (stereo unspecified)
  0.7 | -20.5 | 0.5 | nt | -5.3 | 26.3 | -0.2 | 0.9 | 0.2 | nt | 0.4
- COC(=O)N1C(=O)[C@](CC(C)C)(c2ccccc2)N1C(=O)OC
  -2.0 | -6.2 | -35.5 | 0.5 | 5.6 | -8.0 | -1.1 | 3.4 | -9.0 | 2.4 | 3.1
- Cc1c(NC(=O)C(C)Oc2cccc(F)c2)c(=O)n(-c2ccccc2)n1C (stereo unspecified)
  5.2 | 0.3 | 0.1 | 1.0 | -5.8 | 1.6 | 7.7 | -1.4 | -2.6 | -0.2 | 2.6

Of the compounds above, 2 contain bromine.
Below each compound – PKA-R1A activ | Tat export inh | HTR5A inv ag | E coli growth | DAGLB inh | Mot1-301 SUMO | HTR5A ag ctr | CDK5 p35 inh | PKA-R2B act | AddAB inh | phage Ecoli inh
- CCC(=O)Nc1cccc(NC(=O)c2ccccc2Br)c1
  11.8 | -10.8 | 7.9 | 3.2 | 0.5 | 0.9 | 1.8 | 0.4 | -2.1 | 3.6 | 5.8
- CC(C)CN(C(=O)c1ccc(Br)o1)C1CCS(=O)(=O)C1 (stereo unspecified)
  -2.6 | -2.3 | -0.6 | 0.8 | 1.6 | -7.0 | 0.5 | 0.9 | -0.5 | -1.6 | 2.5

The results go on:
Below each compound – PKA-R1A activ | Tat export inh | HTR5A inv ag | E coli growth | DAGLB inh | Mot1-301 SUMO | HTR5A ag ctr | CDK5 p35 inh | PKA-R2B act | AddAB inh | phage Ecoli inh
- C(=N\N(c1ccccc1)c1ccccc1)/c1ccc2c(c1)OCO2
  -19.2 | -2.1 | -4.4 | 1.6 | -9.9 | -13.8 | 1.9 | -1.0 | -1.0 | 0.9 | 2.7
- Cc1ccc(C)c(NS(=O)(=O)c2ccc3oc(=O)ccc3c2)c1
  -16.4 | -12.2 | -3.3 | -2.5 | -2.0 | 13.5 | 0.9 | 1.0 | -2.3 | 0.3 | 1.7
- N#CCSc1nc(-c2ccccc2)cs1
  4.2 | 2.5 | -1.5 | -3.6 | -6.6 | 1.6 | 1.0 | 3.3 | -7.2 | 0.0 | 2.1
- CS(=O)(=O)c1nc([N+](=O)[O-])nn1CCCc1ccccc1
  -1.0 | -5.9 | -7.9 | 1.6 | 5.9 | -24.7 | 2.7 | -0.9 | -8.8 | 1.6 | nt
- Cc1cccc(C(=O)Nc2scc(CC(C)C)c2C(=O)O)c1
  -6.3 | 1.9 | -38.2 | 0.6 | 11.5 | -3.4 | 1.3 | 0.2 | -14.9 | -1.0 | 0.2
- CCOc1ccc(C2C(C(=O)NC)=C(C)Nc3nc4ccccc4n32)cc1OC (stereo unspecified)
  -4.8 | 5.2 | -0.8 | -0.3 | 2.0 | 10.9 | 0.3 | -0.7 | -8.2 | 0.5 | -1.8
- COc1ccccc1N1CCN(C(=O)COc2ccc(S(=O)(=O)NC(C)C)cc2)CC1
  -8.4 | 0.0 | 4.7 | -1.8 | -3.2 | -7.3 | 4.0 | -4.8 | -7.9 | 2.0 | 2.6
- Cc1cc(F)ccc1NCC(=O)Nc1ccc(Br)cc1C
  0.5 | -9.5 | 5.9 | -0.8 | -0.2 | -3.9 | 10.3 | 3.3 | 6.4 | 1.4 | 5.4
- Cc1nn(CC(=O)NCc2ccccc2Cl)c(C)c1[N+](=O)[O-]
  -1.1 | -0.5 | -0.7 | -1.6 | 0.0 | -5.8 | 2.0 | -0.8 | -2.0 | -0.3 | 1.9
- O=C(C1CCCO1)N1CCN(S(=O)(=O)c2cc(C(F)(F)F)ccc2Cl)CC1 (stereo unspecified)
  -8.8 | 3.9 | -1.9 | nt | 2.9 | nt | 0.8 | -0.7 | -8.1 | nt | 2.1
- Cc1c(NC(=O)c2cc(-c3ccc(Cl)c(Cl)c3)on2)c(=O)n(-c2ccccc2)n1C
  0.7 | 3.3 | -8.3 | -0.4 | -1.8 | 184.1 | 0.7 | 2.1 | -1.4 | 0.3 | 1.2

Fetched by compound from the entries so far, four records:
Below each compound – PKA-R1A activ | Tat export inh | HTR5A inv ag | E coli growth | DAGLB inh | Mot1-301 SUMO | HTR5A ag ctr | CDK5 p35 inh | PKA-R2B act | AddAB inh | phage Ecoli inh
- Cc1ccc(N2C(=O)N(CC(=O)Nc3ccccc3C)C(=O)C2C)cc1 (stereo unspecified)
  0.7 | -20.5 | 0.5 | nt | -5.3 | 26.3 | -0.2 | 0.9 | 0.2 | nt | 0.4
- O=C(c1ccccc1F)N1C(=O)c2cccc3cccc1c23
  -3.0 | ? | -38.4 | 0.9 | -4.1 | -14.8 | 12.2* | 0.5 | -6.4 | 0.2 | -1.1
- CCc1nnc(NC(=O)C2CCCN(c3nc4ccccc4s3)C2)s1 (stereo unspecified)
  7.1 | -0.4 | -10.4 | -1.7 | 2.9 | -0.7 | -0.3 | 1.7 | -6.5 | -0.4 | -0.4
- Cc1cccc(C(=O)Nc2scc(CC(C)C)c2C(=O)O)c1
  -6.3 | 1.9 | -38.2 | 0.6 | 11.5 | -3.4 | 1.3 | 0.2 | -14.9 | -1.0 | 0.2
